Source: PubChem BioAssay
Casp6 inh – human caspase-6 inhibitors, primary screen, biochemical, VEID-R110 fluorescence, single point, set 2. purified caspase-6, Z-VEID-R110 cleavage fluorescence. 0.53% of 350,000 active. inhibition, % at 12.5 µM. P55212;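 active = mean inhibition across replicates at least about 35%, with every replicate also reaching that limit, limit read from the data; inconclusive = only one of the two criteria met; inactive = neither criterion met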;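 also: 0% = median of neutral control wells and 100% = no fluorescence left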
DENV2 CPE – inhibitors of DENV2 cytopathic effect, primary screen, cell-based, plate reader, single concentration | DENV2-infected cells, cytopathic effect rescue | CPE inhibition, % at 9.99 µM | 1.7% of 350,000 active; in the data active = CPE inhibition above about 20%, passing the limit was not always enough; inconclusive = no clear call, values can overlap the other calls; tested in BHK-21 cells;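 also: 0% = median of neutral control wells and 100% = median of positive control wells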
F508del corr – F508del CFTR correction, initial screen, CFBE line, single point | 0.36% of 350,000 active | AID 720511, 2013 | CFBE cells, YFP halide quenching; stimulated with forskolin plus potentiator P3; % fluorescence drop versus neutral controls | activity (quench increase), % at 7.58 µM;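 active = mean added fluorescence quench of at least 8% versus neutral control, with both replicates also reaching 8%; inconclusive = only one of the mean or replicate conditions met; inactive = mean below 8% and not both replicates reaching 8%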;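 also: cells transiently co-express mutant CFTR-F508del with the halide-sensitive YFP; corrector assay measuring rescue of mutant channel to the surface after 24 h compound exposure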
E-selectin induc – E-selectin induction in HUVECs, primary screen, imaging, HUVEC, immunofluorescence imaging, single point | 0.37% of 260,000 active | normalized: neutral wells 0, TNF-alpha wells 100 | activation, % at 7.58 µM | P16581;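 active = mean E-selectin-positive cell signal at least 10% of the positive control, reached in at least 60% of replicates, without over 20% cell loss; inconclusive = no rule given, readout overlaps actives, possibly toxicity-flagged; inactive = the rest, including those meeting only one limit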;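 also: in these data hits start at about 27%; measured in HUVEC primary endothelial cells; signal is the percent of cells scored E-selectin positive by PE staining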
Target sequence (P16581 whole entry, looked up): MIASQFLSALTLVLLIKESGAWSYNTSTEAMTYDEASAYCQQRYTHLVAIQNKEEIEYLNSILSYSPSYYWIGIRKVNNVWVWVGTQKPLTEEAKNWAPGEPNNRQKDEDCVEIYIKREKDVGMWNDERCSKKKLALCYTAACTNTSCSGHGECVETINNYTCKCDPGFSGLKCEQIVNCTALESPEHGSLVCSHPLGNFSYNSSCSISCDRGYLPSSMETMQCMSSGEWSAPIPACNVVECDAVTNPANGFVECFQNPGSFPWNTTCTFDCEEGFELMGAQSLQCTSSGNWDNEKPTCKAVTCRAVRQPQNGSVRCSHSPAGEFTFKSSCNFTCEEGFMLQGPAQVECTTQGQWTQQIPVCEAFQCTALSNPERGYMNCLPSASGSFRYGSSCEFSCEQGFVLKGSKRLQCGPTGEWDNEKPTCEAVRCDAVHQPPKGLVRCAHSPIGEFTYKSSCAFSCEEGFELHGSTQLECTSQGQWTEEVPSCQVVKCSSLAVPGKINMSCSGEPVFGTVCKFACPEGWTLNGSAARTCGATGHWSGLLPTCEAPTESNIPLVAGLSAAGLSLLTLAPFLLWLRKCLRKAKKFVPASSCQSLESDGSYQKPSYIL
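assay system = HUVEC, human umbilical vein endothelial cells | input = 3,000 HUVEC seeded per well | medium = EGM-2 growth medium on 0.1% gelatin-coated wells | dosing = one compound dose added by pin transfer | signal = immunofluorescence imaging | read-out basis = % PE-positive cells | control set = TNF-alpha, DMSO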
Xi reactivation – activators of inactive X chromosome reactivation, primary screen, imaging, XiGFP fibroblasts, GFP high-content imaging, set 2; XiGFP mouse fibroblasts, % GFP-positive cells imaging, 3 d; cells co-treated with 5-aza-dC sensitizer; scaled so ellipticine positive control = 100%; activation, % at 7.58 µM; 0.055% of 360,000 active;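 active = mean normalized replicate activation at least 10% and every replicate at or above 10%; inconclusive = only one of the two criteria met; inactive = mean below 10% and not all replicates reach 10%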;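 also: 0% = median of on-plate neutral control wells and 100% = ellipticine 6 µM median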
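System: SV40-immortalized XiGFP fibroblast cells, line 68-5-11 / Incubation: 3-day compound exposure, then 15 min fixation at room temperature / Compound: single concentration per compound, delivered by pin transfer / Buffer or medium: DMEM plus 5-aza-dC sensitizer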
RAD52 inh – RAD52 DNA annealing inhibitors, primary screen, biochemical, FRET, single point, set 2 | recombinant RAD52 DNA annealing, FRET fluorescence | inhibition, % at 18.7 µM | 0.46% of 360,000 active | AID 651710, 2012;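 active = every replicate showing at least 50% inhibition; inconclusive = mean inhibition at least 50% but not in every replicate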
Target sequence (P43351 whole entry, looked up): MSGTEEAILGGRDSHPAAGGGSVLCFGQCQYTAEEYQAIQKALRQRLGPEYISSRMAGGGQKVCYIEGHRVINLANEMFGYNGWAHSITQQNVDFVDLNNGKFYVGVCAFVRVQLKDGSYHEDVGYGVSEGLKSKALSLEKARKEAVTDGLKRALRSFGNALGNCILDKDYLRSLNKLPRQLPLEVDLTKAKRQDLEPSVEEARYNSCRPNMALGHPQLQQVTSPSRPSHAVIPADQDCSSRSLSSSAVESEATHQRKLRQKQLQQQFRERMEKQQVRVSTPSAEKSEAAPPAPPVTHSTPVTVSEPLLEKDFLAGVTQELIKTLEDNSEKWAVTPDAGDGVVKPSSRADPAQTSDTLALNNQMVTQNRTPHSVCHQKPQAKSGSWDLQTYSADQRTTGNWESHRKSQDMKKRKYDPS
RAD54 inh – inhibitors of human RAD54 branch migration, primary screen, biochemical, fluorescence, single point. DNA repair and recombination protein RAD54-like (Homo sapiens), Q92698. RAD54 Holliday junction branch migration, FAM/BHQ fluorescence. inhibition, % at 10.4 µM. 0.14% of 360,000 active. AID 602329, 2012;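 active = mean normalized replicate activity at least 40 and at least half of replicates scoring 40 or more; inconclusive = only one of the two criteria met; inactive = mean below 40 and under half of replicates reaching 40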;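 also: 0% = median of neutral control wells and 100% = median of positive control wells; inhibitors cause a drop in the FAM fluorescence signal; in these data hits start at about 50%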
GSIS activator – GLuc luminescence reporter in INS-1E cells, primary screen for activators of glucose-dependent secretion of insulin; AID 743287, 2014; INS-1E GLuc reporter insulin secretion, 2-3 h; activation, % at 16.6 µM; 0.61% of 370,000 active;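 active = lowest replicate activation of at least 40%, so every replicate reaches that level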;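 also: 0% = median of neutral control wells and 100% = median of IBMX positive control wells; some compounds called inactive have numbers as strong as hits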
Starred values were filed as active, the others as inactive; u = inconclusive; x = not tested or not shown.

SMILES	Casp6 inh	DENV2 CPE	F508del corr	E-selectin induc	Xi reactivation	RAD52 inh	RAD54 inh	GSIS activator
O=c1[nH]nc(SCc2nnc(-c3ccc([N+](=O)[O-])cc3)o2)n1C1CCCCC1	4	0	x	x	0.2	-11	x	-14
CCn1c(=O)cc(C(F)(F)F)[nH]c1=S	4	-4	-2.6	3.0	0.1	3	x	7
Cc1oc(-c2ccccc2Cl)nc1CSc1nc2c(c(=O)[nH]1)CCC2	-4	5	0.4	0.1	0.2	-3	-16	6
O=C(CC(NC(=O)c1ccccc1)c1ccccc1)NCc1ccccc1 (centres undefined)	-3	10	-2.9	1.2	0.2	-4	-2	-1
Cc1ccc(N2C(=O)C(CN3CCOCC3)C2c2ccccc2)cc1 (centres undefined)	0	1	1.6	x	0.2	-6	0	6
CC1=C(C(=O)OC(C)C)C(c2cccs2)C(C(=O)OC(C)C)=C(C)N1	x	x	x	-0.3	-0.1	x	-4	-29
Cc1ccc(-c2nc(N)sc2CC(=O)OCC(=O)NCC2CCCO2)cc1 (centres undefined)	2	-2	x	x	-0.2	-54	x	3
CCCCCC1CC(CC/C(C)=N/NC(N)=O)C(=O)O1 (centres undefined)	0	u	-0.5	x	0.1	-3	x	x
C[C@@H]1CN([C@@H](C)CO)C(=O)Cc2cc(NC(=O)Cc3cn(C)c4ccccc34)ccc2O[C@H]1CN(C)Cc1ccc(C(F)(F)F)cc1	-1	-14	-1.9	61*	0.5	-15	5	3
O=C(C[C@@H]1CC[C@H]2NC[C@H](O)COC[C@@H]2O1)NC1Cc2ccccc2C1	0	-1	2.2	-0.2	0.3	-3	10	11

Continued (2 carried over from the part before).
SMILES	Casp6 inh	DENV2 CPE	F508del corr	E-selectin induc	Xi reactivation	RAD52 inh	RAD54 inh	GSIS activator
C[C@@H]1CN([C@@H](C)CO)C(=O)Cc2cc(NC(=O)Cc3cn(C)c4ccccc34)ccc2O[C@H]1CN(C)Cc1ccc(C(F)(F)F)cc1	-1	-14	-1.9	61*	0.5	-15	5	3
O=C(C[C@@H]1CC[C@H]2NC[C@H](O)COC[C@@H]2O1)NC1Cc2ccccc2C1	0	-1	2.2	-0.2	0.3	-3	10	11
Cc1ccc(N(CC(O)CN2CCCCC2)S(=O)(=O)c2ccccc2[N+](=O)[O-])cc1 (centres undefined)	-19	-4	1.3	x	0.0	-16	x	6
O=C1C(=O)N(CCS(=O)(=O)c2ccccc2)c2ccc(F)cc21	5	-3	-2.6	0.4	0.0	-11	x	5
O=C(Nc1cccc(F)c1)N[C@@H]1CC[C@H](CCNS(=O)(=O)c2cccc(Cl)c2)O[C@H]1CO	-8	3	0.1	0.9	-0.4	-11	8	-29
O=C1OCC2=C1C(c1ccc3c(c1)OCO3)c1cc3c(cc1O2)OCO3 (centres undefined)	-2	5	9.8*	1.2	0.5	-8	x	5
O=c1c(Cc2c(F)cccc2Cl)c(O)ccn1CC1CCCO1 (centres undefined)	-4	1	2.5	0.1	0.1	-2	x	-13
CN(C)c1ccc(NC(=O)COC(=O)c2cc(=O)c3ccccc3o2)cc1	-1	-11	1.0	x	0.1	-4	x	1
COc1ccc(NC(=O)CSc2nc3ccccc3nc2N2CCCC2)cc1Cl	-1	0	1.3	0.4	0.1	-39	5	-1
CO[C@H]1CN(C)C(=O)c2ccc(NS(=O)(=O)c3cn(C)cn3)cc2OC[C@@H](C)N(Cc2cccc(F)c2)C[C@H]1C	1	-2	2.4	-0.2	0.5	5	-1	6
COCc1cc(=O)n2[nH]c(-c3cccs3)cc2n1	0	0	1.1	x	0.2	-4	-5	3
O=C(O)c1ccc(N/N=C/C(Br)=C/c2ccccc2)cc1	4	-5	-5.5	1.8	0.0	2	4	-11
Cc1ccccc1CN(C)C[C@H]1OCc2cnnn2CCCC(=O)N([C@@H](C)CO)C[C@H]1C	-3	0	0.3	0.0	-0.1	14	8	-3
O=C(CCc1nc2ccccc2[nH]c1=O)N/N=C/c1ccccc1	-2	7	-2.3	x	0.0	-12	-3	0
CCCc1cn(CC[C@H]2CC[C@H](NC(=O)C3CCCC3)[C@H](CO)O2)nn1	1	-2	-0.4	-0.1	-0.1	-3	-12	10
CC1CCCCC1NC(=O)COC(=O)C12CC3CC(CC(Cl)(C3)C1)C2 (centres undefined)	-4	-5	0.2	x	0.0	-13	x	17
CN(C)c1nc(N)ncc1-c1ccc(Oc2ccccc2)cc1	-2	7	-2.4	-0.3	0.1	-10	-9	19
Cc1cccc(C)c1-n1nnnc1-c1nc2cc3ccccc3cc2[nH]c1=O	6	11	4.2	-2.4	1.7	-60	x	7
C=CCNC(=O)CC(=O)N/N=C/c1cccs1	3	-5	-3.7	3.9	0.0	-11	x	5
O=C(NCCNCc1ccccc1)c1ccco1	64*	-1	2.4	x	0.1	-20	-2	x
COc1ccccc1S(=O)(=O)N(C)C[C@@H]1OCc2ccccc2-c2ccccc2C(=O)N([C@@H](C)CO)C[C@@H]1C	3	-5	-2.8	-0.2	0.2	4	-1	6
O=C(Cc1cccc(NC(=O)C2CCCN(C(=O)C3CCCCC3)C2)c1)Nc1cccc(C(=O)N2CCCCC2)c1 (centres undefined)	3	-4	0.4	x	0.1	-5	-1	-35
O=C(NC(=S)N1CCN(C/C=C/c2ccccc2)CC1)c1ccco1	5	-2	0.8	x	0.0	-21	x	-9
OC[C@@H]1CN(Cc2ccc3c(c2)OCO3)C[C@H](n2cnc3c(NC4CCCC4)ncnc32)O1	-2	-1	-1.7	-0.4	0.6	-8	8	-19
Cn1cnc(C(=O)N2CCN(c3ccccc3)CC2)c1C(=O)N1CCN(c2ccccc2)CC1	-3	-5	0.8	x	0.0	-13	-5	-2
O=C(C=Cc1ccccc1)c1cc(Br)ccc1O	-1	-5	-0.3	0.0	0.0	-4	-3	8
Cc1ccc(-c2nc(N)sc2CC(=O)OCC(=O)NC2CCCC(C)C2C)cc1 (centres undefined)	1	-1	x	0.1	0.0	-16	-2	-5
O=C(Cc1ccccc1)N1CC(=O)N2[C@H](CO)[C@@H](c3ccc(C#CCc4ccccc4)cc3)[C@H]2C1	1	-6	0.5	0.2	0.4	-19	x	-30
O=C(CN1C(=O)c2ccc([N+](=O)[O-])cc2C1=O)NC1CCCCCC1	15	2	-2.3	0.4	-0.1	-8	x	37
Cc1ccc(S(=O)(=O)CCC(=O)Nc2cc(C)on2)cc1	1	0	-2.6	0.1	-0.1	1	-4	12
N#Cc1ccc(Oc2ccc(C#N)c(C#N)c2)cc1C#N	-8	-6	-3.1	-0.2	0.1	-5	-13	26
Cc1ccc(NC(=S)NC(=O)C2CC2)c(C)c1	2	9	0.0	0.2	-0.1	3	10	16
CCOC(=O)[C@]12CCCC=C1N(Cc1ccco1)C(=O)[C@H](CC(=O)NCCCN1CCCC1=O)C2	-3	3	0.6	x	0.1	-7	x	27
CCc1cc2c(cc3c(=O)n(CC(=O)N4CCN(C)CC4)ncn32)s1	1	-1	-0.8	x	0.0	0	0	18
O=[N+]([O-])c1cc([N+](=O)[O-])c2cccnc2c1Oc1ccccc1O	45*	5	x	-0.1	0.7	-34	-9	20
O=C(CNC(=O)c1ccc(Br)o1)NNC(=O)c1ccccc1F	-4	5	-2.5	0.6	0.7	-15	-4	18
C[C@H]1CN([C@@H](C)CO)C(=O)c2cc(NC(=O)NC3CCCCC3)ccc2O[C@H]1CN(C)Cc1ccccc1	1	-4	-2.1	0.4	-1.1	0	-6	-6
O=C(COC(=O)CCC(=O)c1ccc(Cl)cc1)NC1CC1	8	1	0.5	x	0.4	-6	x	1
CN(CCO)c1cc(N2CCCCC2)c2nonc2c1[N+](=O)[O-]	1	-4	1.0	x	0.0	-11	-6	16
Cc1cc(/C=N/NC(=O)Cn2c3ccccc3c(=O)c3ccccc32)c(C)n1-c1ccc(Cl)cc1	-1	7	x	x	0.3	-12	x	2
COc1cccc(CN(C)C[C@@H]2OCc3cn(nn3)CCCC(=O)N([C@H](C)CO)C[C@@H]2C)c1	0	-5	-0.1	0.9	0.6	-4	3	1
CSc1sccc1/C=C(/C#N)C(=O)c1ccco1	-1	2	-2.6	x	0.0	-147	-4	5
COc1cccc2cc(CC(=O)c3cc(C)ccc3C)c(=O)oc12	0	4	1.4	x	-0.1	-15	1	27
O=C(C[C@@H]1CC[C@H](NC(=O)NC2CCCCC2)[C@H](CO)O1)NCc1ccc(Cl)cc1	1	0	1.2	-0.2	0.0	-10	2	13
Cc1ccc(S(=O)(=O)N(C)C)cc1NC(=O)C(C)OC(=O)C1CCCCC1 (centres undefined)	3	-6	-3.3	8.4	0.3	-13	-5	x
CC(NC(=O)CN1C(=O)c2ccccc2C1=O)c1ccccc1 (centres undefined)	0	3	-2.2	0.3	0.3	-15	10	30
COc1ccc(S(=O)(=O)N(C)C[C@H]2Oc3ccc(NC(=O)CCCCCC(=O)Nc4ccccc4N)cc3C(=O)N([C@@H](C)CO)C[C@H]2C)cc1	-1	1	1.3	-0.1	0.0	9	x	6
CC1(C(=O)NS(=O)(=O)c2ccccc2Cl)CCN1C(=O)C1(c2ccccc2)CCCC1 (centres undefined)	3	16	2.0	0.2	0.0	-11	-5	92*
C[C@@H]1CCCCO[C@@H](CN(C)C(=O)Nc2ccc(C(F)(F)F)cc2)[C@@H](C)CN([C@H](C)CO)C(=O)c2cc(NC(=O)NC3CCCCC3)ccc2O1	0	8	1.5	x	0.0	-15	x	4
O=C(Cn1ccc([N+](=O)[O-])n1)N1CCCCC1	0	x	2.0	8.8	0.1	-3	x	9
O=C(NCc1ccccc1)[C@@H]1[C@@H](CO)[C@@H]2Cn3c(ccc(-c4cccc(F)c4)c3=O)[C@H]1N2	-1	-3	x	-0.2	-0.1	12	1	10
O=C(COC(=O)/C=C/c1cccc(Cl)c1)Nc1cccc(S(=O)(=O)NC2=NCCC2)c1	2	-5	0.1	0.4	-0.1	-12	7	0
(further entries)
SMILES	Casp6 inh	DENV2 CPE	F508del corr	E-selectin induc	Xi reactivation	RAD52 inh	RAD54 inh	GSIS activator
CCOC(=O)C1=C(COC(=O)c2cc(OC)c(OC)cc2[N+](=O)[O-])NC(=O)NC1C (centres undefined)	3	-4	2.6	x	0.1	-1	3	35
CC(=O)Nc1ccc(C(=O)CN2CCN(c3ccccc3)CC2)cc1	-3	-4	-0.2	0.1	0.2	-8	-4	14
COc1cccc(CNC2CCCC2)c1	0	3	-0.8	x	x	-10	1	22
C[C@H]1CN([C@@H](C)CO)C(=O)c2cccc(NS(=O)(=O)c3cccs3)c2O[C@@H]1CN(C)Cc1ccc(C(F)(F)F)cc1	2	3	0.9	0.4	-0.1	17	-18	-10
CCC1CCCCN1C(=O)c1ccc(OC)c(OC2CCN(C(C)=O)CC2)c1 (centres undefined)	0	1	-1.7	x	0.1	-3	1	-6
CCCn1c(=S)[nH]c2cc(C(=O)N3CCN(C(=O)OCC)CC3)ccc2c1=O	4	2	-1.6	x	0.3	-4	-6	-12
CCn1cc(C(=O)O)c(=O)c2cc(F)c(N3CCN(S(=O)(=O)c4ccc(NC(=O)OC)cc4)CC3)cc21	19	2	x	-2.1	0.0	-1	-4	x
